HIV peptide binding: cell-free HIV fusion peptide-binding blockers – biochemical, uHTS, fluorescence dequenching, primary screen (AID 1986) | cell-free peptide binding, fluorescence dequenching, 30 min; higher % means a stronger effect | inhibition, % at 20 µM, or IC50 in µM where a hit was titrated | 290,000 compounds, 0.3% hits; in the data active = inhibition mostly above about 52%, no sharp cut-off; inactive = mostly below about 76%; also: some results filed as inactive read as strong as hits
AID2073: inhibitors of Mint1-CaV2.2 protein interaction, biochemical, HTRF (AID 2073); HTRF protein-protein interaction, Mint1-CaV2.2; higher % means a stronger effect; 290,000 compounds, 0.19% hits; inhibition, % at 20 µM; hits with a dose series show IC50 in µM; in the data active = inhibition mostly above about 51%, no sharp cut-off; inconclusive = no clear call, values can overlap the other calls; inactive = mostly below about 53%; also: some results filed as inactive read as strong as hits
GPR35 antagonists: inhibition of zaprinast-stimulated GPR35 beta-arrestin translocation – imaging, U2OS, beta-arrestin-GFP, zaprinast agonist, primary screen (AID 2058); U2OS GPR35 beta-arrestin-GFP translocation imaging, zaprinast antagonism; higher % means a stronger effect; inhibition, % at 10 µM; hits with a dose series show IC50 in µM; 290,000 compounds, 0.052% hits;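 active = inhibition of at least 50% with at least 30 cells and total cytoplasm GFP at most 10,000,000; inconclusive = under 30 cells or total GFP of 10,000,000 plus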
NTR1 ag: agonists of NTR1, primary screen, imaging, U2OS cells, beta-arrestin-GFP, high content (AID 493036); NTR1-U2OS beta-arrestin-GFP spot imaging, agonist mode; activation, % at 20 µM; 330,000 compounds, 0.17% hits;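 active = activation at or above 40% of the spot to cytoplasm intensity ratio, with at least 20 cells analyzed; inconclusive = wells under 20 cells, flagged as cytotoxic or low count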;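 also: 0% = DMSO without peptide and 100% = 100 nM NTR1 peptide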
Target sequence (P30989 whole entry, looked up): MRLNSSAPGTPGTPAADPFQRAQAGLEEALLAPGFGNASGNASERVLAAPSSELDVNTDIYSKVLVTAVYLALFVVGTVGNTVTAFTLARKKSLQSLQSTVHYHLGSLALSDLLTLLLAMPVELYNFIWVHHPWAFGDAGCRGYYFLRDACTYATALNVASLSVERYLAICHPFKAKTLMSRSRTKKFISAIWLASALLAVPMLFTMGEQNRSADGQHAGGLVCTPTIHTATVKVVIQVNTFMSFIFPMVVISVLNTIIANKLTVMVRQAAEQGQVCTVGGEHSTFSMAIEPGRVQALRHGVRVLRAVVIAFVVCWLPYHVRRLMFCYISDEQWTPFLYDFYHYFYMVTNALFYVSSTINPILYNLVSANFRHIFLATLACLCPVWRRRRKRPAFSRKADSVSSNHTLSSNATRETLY
Siah-1 displacement: blockers of Siah-1 interaction with plectin peptide – biochemical, fluorescence polarization, rhodamine-plectin, uHTS, primary screen (AID 1817); Siah-1 / rhodamine-plectin peptide fluorescence polarization; higher % means a stronger effect; displacement, % at 20 µM; hits with a dose series show IC50 in µM; 290,000 compounds, 0.02% hits;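 active = displacement of at least 50% at 20 µM, with a fluorescence ratio check between 0.3 and a set limit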;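 also: plate controls were Siah plus tracer with DMSO for no effect and tracer alone without Siah for full effect; strong numbers were not always called active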
UTI89 phage lysis: inhibition of K1F phage lysis, E. coli UTI89, bacterial capsule biogenesis inhibitors, alamar blue (AID 488966); inhibition, % at 100 µM, or IC50 in µM where a hit was titrated; E. coli UTI89 K1F phage lysis, alamar blue, 2 h; higher % means a stronger effect; 340,000 compounds, 0.02% hits;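 active = phage lysis inhibition, versus mean bacterial control, above a set limit; inconclusive = no clear call, values can overlap the other calls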;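 also: capsule biogenesis inhibitors block K1F phage lysis so surviving cells raise fluorescence; higher fluorescence means more inhibition of phage lysis; actives were called in the ten point dose series up to 300 µM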
Dengue-2 NS5 capping: Dengue-2 NS5 methyltransferase inhibitors, primary screen, biochemical, confirmation dose response (AID 588689); Dengue-2 NS5 methyltransferase capping enzyme assay, biochemical; higher % means a stronger effect; one-dose inhibition, % at 25 µM; IC50 in µM for titrated hits; 340,000 compounds, 0.3% hits; in the data active = a potency from the dose series; inconclusive = inhibition above about 29% without an active follow-up result
GPR55 beta-arrestin: selective activators of receptor GPR55 – imaging, U2OS cells, beta-arrestin-GFP redistribution, primary screen (AID 1961) | U2OS GPR55 beta-arrestin-GFP redistribution imaging; higher % means a stronger effect | one-dose activation, % at 10 µM; EC50 in µM for titrated hits | 290,000 compounds, 0.048% hits;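 active = activation above 40% with more than 50 cells counted in the well; inconclusive = wells holding fewer than 50 cells, flagged as toxic or sparse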;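 also: U2OS osteosarcoma cells stably expressing GPR55 and beta-arrestin-GFP; plate controls were DMSO negative control for no effect and LPI positive control for full effect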
GPR55 LPI antagonism: GPR55 antagonists blocking LPI-driven arrestin recruitment, primary screen, imaging, U2OS, beta-arrestin-GFP, LPI agonist (AID 2013) | U2OS GPR55 beta-arrestin-GFP translocation imaging, LPI antagonism; higher % means a stronger effect | inhibition, % at 10 µM, or IC50 in µM where a hit was titrated | 290,000 compounds, 0.13% hits;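 active = spots per cell inhibited over 60%, with over 100 cells counted and total cytoplasm intensity under 500,000; inconclusive = wells with under 100 cells, flagged as likely toxic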;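 also: U2OS cells stably carrying GPR55 and arrestin-GFP stimulated by 5 µM LPI near EC80; imaged beta-arrestin-GFP aggregate spots per cell after agonist stimulation; plate controls were LPI-stimulated DMSO wells for no effect and DMSO wells without LPI for full effect; some results filed as inactive read as strong as hits; confirmed hits need IC50 under 10 µM and bright autofluorescent wells are also inconclusive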
NTR1 ag cell count 20 µM: recorded beside NTR1 ag, whose call it bears; cell count; measured here: cell count, cytotoxicity flag
* = called active by the depositor; u = inconclusive; x = not tested or not shown; [ ] = remark or other dose.

canonical_smiles	HIV peptide binding	AID2073	GPR35 antagonists	NTR1 ag	NTR1 ag cell count 20 µM	Siah-1 displacement	UTI89 phage lysis	Dengue-2 NS5 capping	GPR55 beta-arrestin	GPR55 LPI antagonism
CN(c1ccc(Br)cc1)S(=O)(=O)c1ccc2[nH]cc(C(=O)NCCN3CCOCC3)c(=O)c2c1	2.2%	u	-11%	-0.1	53	7%	-1.9%	2%	-0.4%	-3%
COc1nc(C)cc(C)c1S(=O)(=O)c1ccc(Cl)cc1	-0.3%	-7%	-4%	-0.1	88	2%	0.1%	-2%	0.0%	3%
O=C(O)c1ccccc1-c1ccccc1C(=O)Nc1ccc(-c2nc3cc(Cl)ccc3o2)cc1	24µM*	21%	-6%	3.9	56	20%	-0.5%	54µM*	-0.2%	28%
O=C(COC(=O)C1c2ccccc2Oc2ccccc21)Nc1ccc2c(c1)OCO2	8.0%	0%	-7%	-0.5	29	0%	0.0%	3%	0.2%	-2%
Cc1ccc(NC(=O)CS(=O)CC(=O)Nc2cccc(C)c2C)cc1F (configuration not stated)	-1.8%	8%	19%	0.2	99	2%	0.5%	-3%	-0.2%	-9%
CC(C)Oc1ccc(C(CCNCc2ccc(O)cc2)c2ccccc2)cc1 (configuration not stated)	-2.4%	19%	-11%	20	92	2%	-0.4%[50 µM]	-6%	0.0%	39%
CC(C)CCN1CCC(n2nccc2NC(=O)C2CCOC2)CC1 (configuration not stated)	0.3%	-5%	-9%	1.6	67	-3%	0.2%	-12%	-0.2%	-18%
CCOC(=O)c1[nH]nc(-c2c(O)cc(C)cc2O)c1-c1csc(C)n1	0.4%	6%	2%	0.2	32	0%	-0.4%	2%	-0.1%	-15%
COc1ccccc1C(=O)Nc1ccc2c3c(cccc13)CC2	1.3%	0%	13%	5.7	62	18%	1.2%	6%	-0.1%	4%
COc1cc(CC(=O)NCCCc2ccccc2)cc(OC)c1OC	0.8%	12%	-9%	1.9	45	-5%	0.7%	5%	-0.1%	21%

Record cards (already shown). Order of screens: HIV peptide binding | AID2073 | GPR35 antagonists | NTR1 ag | NTR1 ag cell count 20 µM | Siah-1 displacement | UTI89 phage lysis | Dengue-2 NS5 capping | GPR55 beta-arrestin | GPR55 LPI antagonism
CC(C)Oc1ccc(C(CCNCc2ccc(O)cc2)c2ccccc2)cc1 (configuration not stated) as listed: -2.4% | 19% | -11% | 20 | 92 | 2% | -0.4%[50 µM] | -6% | 0.0% | 39%
COc1ccccc1C(=O)Nc1ccc2c3c(cccc13)CC2 as listed: 1.3% | 0% | 13% | 5.7 | 62 | 18% | 1.2% | 6% | -0.1% | 4%

As a short view, seven of the compounds above:
canonical_smiles	HIV peptide binding	AID2073	GPR35 antagonists	NTR1 ag	NTR1 ag cell count 20 µM	Siah-1 displacement	UTI89 phage lysis	Dengue-2 NS5 capping	GPR55 beta-arrestin	GPR55 LPI antagonism
CN(c1ccc(Br)cc1)S(=O)(=O)c1ccc2[nH]cc(C(=O)NCCN3CCOCC3)c(=O)c2c1	2.2%	u	-11%	-0.1	53	7%	-1.9%	2%	-0.4%	-3%
COc1nc(C)cc(C)c1S(=O)(=O)c1ccc(Cl)cc1	-0.3%	-7%	-4%	-0.1	88	2%	0.1%	-2%	0.0%	3%
O=C(O)c1ccccc1-c1ccccc1C(=O)Nc1ccc(-c2nc3cc(Cl)ccc3o2)cc1	24µM*	21%	-6%	3.9	56	20%	-0.5%	54µM*	-0.2%	28%
O=C(COC(=O)C1c2ccccc2Oc2ccccc21)Nc1ccc2c(c1)OCO2	8.0%	0%	-7%	-0.5	29	0%	0.0%	3%	0.2%	-2%
Cc1ccc(NC(=O)CS(=O)CC(=O)Nc2cccc(C)c2C)cc1F (configuration not stated)	-1.8%	8%	19%	0.2	99	2%	0.5%	-3%	-0.2%	-9%
CC(C)Oc1ccc(C(CCNCc2ccc(O)cc2)c2ccccc2)cc1 (configuration not stated)	-2.4%	19%	-11%	20	92	2%	-0.4%[50 µM]	-6%	0.0%	39%
CC(C)CCN1CCC(n2nccc2NC(=O)C2CCOC2)CC1 (configuration not stated)	0.3%	-5%	-9%	1.6	67	-3%	0.2%	-12%	-0.2%	-18%

(further entries)
canonical_smiles	HIV peptide binding	AID2073	GPR35 antagonists	NTR1 ag	NTR1 ag cell count 20 µM	Siah-1 displacement	UTI89 phage lysis	Dengue-2 NS5 capping	GPR55 beta-arrestin	GPR55 LPI antagonism
O=c1c(O)c(-c2cccs2)oc2ccc(Cl)cc12	28%	42%	0%	5.0	75	4%	-1.8%	u	-0.1%	3%
COc1ccc(-c2nnc(SCC(=O)c3ccc[nH]3)n2-c2ccccc2)cc1	7.4%	8%	-15%	5.7	50	35%	-0.7%	-6%	-0.3%	-3%
C=C(C)C1CCC(C)=C1COC(=O)Nc1ccccc1 (configuration not stated)	-0.8%	-10%	10%	0.9	41	9%	0.8%	-4%	-0.1%	-20%
Cn1c(SCC(=O)Nc2ccc3[nH]c(=O)[nH]c3c2)nnc1-c1ccc(F)cc1	-1.3%	-17%	0%	-0.2	63	1%	0.0%	-6%	-0.1%	0%
O=C(NN=C1CCC(=NNC(=O)c2cccnc2)CC1)c1cccnc1	-2.2%	6%	10%	1.9	34	5%	0.0%	23%	0.1%	3%
CCCCOc1ccccc1Cn1c(=O)oc2ccccc21	-5.1%	2%	8%	0.4	40	1%	2.0%	-6%	0.0%	7%
CC(C)N(C(=O)Cn1c(SCC(=O)N2CCN(c3ccccc3)CC2)nc2ccccc21)C(C)C	6.3%	-6%	7%	0.9	51	-3%	x	x	0.8%	-1%
CC(=O)Nc1cccc(OCCCNC(=O)C2CCC2)c1	-2.2%	-7%	24%	0.8	41	-8%	-0.6%	-2%	-0.2%	10%
CCC(C)NC(=O)CC1Oc2ccc(C)cc2NC1=O (configuration not stated)	-0.9%	-4%	3%	-2.2	67	3%	5.5%	-1%	-0.1%	14%
COc1cccc(NC(=S)N(CCC(C)C)C(C)c2ccncc2)c1 (configuration not stated)	0.8%	0%	5%	1.5	96	4%	-0.1%	-7%	0.0%	7%
C=CCN(CC=C)CCOc1ccccc1	0.6%	-5%	-6%	0.6	66	-5%	0.3%[50 µM]	-5%	-0.1%	8%
CC(=O)Nc1cccc(Oc2ccc3c(c2)C(=O)NC3=O)c1	2.1%	-1%	4%	0.4	58	4%	-0.5%	-1%	-0.2%	1%
CCn1nnnc1Oc1ccc(Cl)cc1	0.6%	5%	-1%	-0.3	50	8%	-0.1%	-4%	-0.1%	18%
CCOC(=O)N1CCN(c2cc3[nH]c(=S)[nH]c3cc2F)CC1	0.2%	-6%	-22%	0.8	61	3%	-0.8%	-1%	-0.2%	7%
S=C(NC1CCCCC1)N1CCOCC1	-1.3%	-17%	2%	-0.3	52	2%	0.6%	-7%	-0.2%	-1%
O=c1c(Cc2ccc(Cl)cc2Cl)c(O)ccn1CCCN1CCOCC1	-0.1%	-6%	-7%	-0.4	40	3%	0.4%	-9%	0.2%	-1%
N#CCCCn1c(O)c(N=NC(=O)C(O)c2ccccc2)c2ccccc21 (configuration not stated)	-3.3%	-9%	10%	0.8	69	-6%	0.1%	-10%	-0.1%	0%
Nc1cc(=O)[nH]c(SCC(=O)Nc2cccnc2Cl)n1	2.1%	-4%	16%	7.4	53	-2%	-0.1%	12%	-0.1%	4%
CCc1cccc(CC)c1NC(=O)CN1CCc2cc(OC)c(OC)cc2C1	-0.9%	2%	14%	-0.6	92	2%	0.1%	2%	-0.1%	6%
O=C(NCc1ccco1)c1ccc(CS(=O)(=O)Cc2ccc(F)cc2)o1	-1.6%	18%	-12%	0.3	38	4%	-0.2%	-8%	-0.1%	14%
CC(=O)c1ccc(S(=O)(=O)N(C)CCCC(=O)N(C)Cc2ccccc2F)cc1	-1.5%	14%	-2%	0.6	51	-3%	-0.6%	-3%	-0.2%	1%
Cc1ccc(S(=O)(=O)c2c(N)n(CCN3CCOCC3)c3nc4ccccc4nc23)cc1C	1.8%	23%	21%	1.9	90	0%	1.9%	4%	0.0%	-3%
O=C(CSc1n[nH]c(-c2ccccc2O)n1)N1CCOCC1	-1.3%	9%	-12%	0.3	40	2%	-1.1%	3%	-0.4%	1%
Cn1c(SCC(=O)NCc2ccccc2)nc2ccccc21	-1.2%	-1%	-1%	0.4	51	-2%	0.0%	-6%	0.0%	8%
CCOC(=O)/C=C/CN(C(=O)OC(C)(C)C)S(=O)(=O)N1CC=CC1	1.9%	12%	-1%	0.2	63	-4%	-0.7%	-10%	0.0%	-2%
C=CCNC(=O)COC(=O)c1ccc(Cl)c(S(N)(=O)=O)c1	0.9%	3%	-6%	-0.6	56	5%	0.0%	-1%	-0.1%	14%
CC1(C)CC2CC(C)(CN2C(=O)c2cc(-c3ccc(O)cc3)on2)C1 (configuration not stated)	0.7%	32%	17%	8.3	60	4%	-0.5%	1%	0.1%	16%
O=P(O)(O)CCP(=O)(c1ccccc1)c1ccccc1	9.2%	13%	30%	1.4	51	2%	0.0%	-1%	0.0%	-6%
CSc1nc2cc(C)nn2c(-c2ccc(C(C)(C)C)cc2)c1C#N	0.9%	10%	13%	3.0	50	-2%	0.8%	2%	-0.1%	-3%
O=C(O)CSc1cnc2ccccc2n1	1.1%	41%	-8%	-1.0	31	-1%	0.6%	8%	-0.2%	1%
COc1ccc(-n2nnnc2SCC(=O)Nc2nnc(C)s2)cc1OC	-0.8%	18%	9%	-0.5	52	-6%	0.1%	-2%	-0.3%	9%
CCn1cc([N+](=O)[O-])c(C(=O)Nc2nc(-c3ccc(C)c(C)c3)c(C)s2)n1	0.3%	5%	-4%	7.9	55	12%	0.4%	-3%	0.0%	15%
CCn1cc(C(=O)NC2CCCc3c2cnn3-c2cccc(C)c2C)cn1 (configuration not stated)	0.5%	43%	3%	0.2	69	-3%	0.1%	-9%	-0.1%	-17%
CC1Cc2cc(/C(O)=C3/C(=O)C(=O)N(Cc4ccco4)C3c3cccs3)ccc2O1 (configuration not stated)	13%	19%	4%	-1.0	29	2%	1.1%	10%	-0.1%	-4%
Cc1nnsc1C(=O)N1CCC(C(=O)c2ccccc2)CC1	-0.5%	-10%	0%	0.1	66	-2%	-1.7%	5%	0.2%	-6%

Screening results deposited in PubChem by several laboratories.
